# Screening data from PubChem BioAssay.
# ATXN viability – viability counter-screen for ATXN expression inhibitors; actives 0.49% (n = 400,000); AID 651635; Potency, µM (series often up to 56.7 µM), most hits filed as cytotoxic; S2 cells (HEK-293 line with an ATXN2-luciferase reporter) viability, CellTiter-Fluor protease fluorescence, 24 h; further: potency means the concentration at half of the fitted maximal effect; nearly all actives have a fitted effect of over 40% in size
# IL-1B inflam inh – inhibitors of inflammasome signaling (IL-1 beta secretion). THP-1 LPS/ATP IL-1B secretion, AlphaLISA, 16 h; active compounds read low. activity change, % at 57.5 µM. actives 4.7% (n = 360,000); in the data active means activity change below about -50%; inconclusive means mostly about -30% to -49%; further: on the % scale 0 is the no-effect control and ±100 the full control effect
#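 THP-1 cells pretreated 1 hr with compounds (up to 57.5 uM final), then stimulated with LPS (250 ng/mL final) plus ATP (1.25 mM final); secreted IL-1B measured by AlphaLISA after 16 hr, decreased signal indicating inhibition.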
# MCF10A rerep – induces DNA re-replication in MCF 10a normal breast cells; MCF 10A DNA re-replication, Hoechst nuclear intensity, 48 h; Potency, µM (doses to about 46.1 µM), for the others: top-dose activity, positive = re-replication, actives largely listed as activators; actives 2.9% (n = 350,000); AID 624296; further: potency means the concentration at half of the fitted maximal effect; % of control where 0% means no effect; nearly all actives have a fitted effect of over 50% in size
# HepG2 viability – counter-screen for TGF-b inhibitors: cytotoxicity in HepG2 cells. actives 0.76% (n = 410,000). Potency, µM (titrated, usually from 46.1 µM), for the others: at the top dose activity change, negative = cytotoxicity, actives largely listed as cytotoxic. HepG2 CAGA-GFP viability, ATP luminescence, 18 h; further: potency means the concentration at half of the fitted maximal effect; some results filed as inactive show a strong effect at the top dose
#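 CellTiter-Glo luminescence gave cytotoxicity after 18 hours at 37 degrees C. The cells were HepG2 CAGA-GFP in 1% FBS DMEM, stimulated with 500 pg/mL TGF-beta after compound addition. %Activity was normalised to no-cell wells (complete cell-killing) and DMSO (no toxicity), and curves were fitted and classified.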
# Nrf2 inh – Nrf2 pathway inhibition; A549 ARE-Fluc reporter, luciferase luminescence, 18-24 h; Potency, µM (series often up to 46 µM), for the others: at the top dose activity change, negative = inhibition, hits mostly inhibitors; actives 2.1% (n = 360,000); AID 504444; further: potency means the concentration at half of the fitted maximal effect; on the % scale 0 is the no-effect control and ±100 the full control effect; nearly all actives have a fitted effect of over 60% in size
#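 Two sequential reads on A549 ARE_Fluc cells exposed to compound for 18-24 h: a CellTiter-Fluor fluorescence read for viability, then a luciferase luminescence read for Nrf2/ARE activity.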
# TGFb inhibitor – inhibitors of TGF-b signaling; HepG2 CAGA-GFP TGF-b/SMAD3 reporter, GFP fluorescence, 18 h; TGF-beta stimulated, 500 pg/mL final; Potency, µM (titrated, usually from 46.1 µM), inactives show top-dose activity, negative = inhibition, most hits filed as inhibitors; actives 1.2% (n = 410,000); AID 588855; further: potency means the concentration at half of the fitted maximal effect; on the % scale 0 is the no-effect control and ±100 the full control effect; nearly all actives have a fitted effect of over 65% in size
#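 TGF-beta reporter screen: HEPG2 CAGA-GFP, 1% FBS, 500 pg/mL TGF-beta final, 18 h; per-cell GFP summed per well; curves fitted and categorized by class.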
# ATXN2 expr inh – inhibitors of ATXN2 expression; HEK-293 ATXN2-luciferase reporter, luminescence, 24 h; Potency, µM (doses to about 57 µM), without a hit: top-dose activity change, negative = inhibition, hits mostly inhibitors; actives 0.72% (n = 360,000); AID 1745845; further: potency means the concentration at half of the fitted maximal effect; on the % scale 0 is the no-effect control and ±100 the full control effect; nearly all actives have a fitted effect of over 55% in size
#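 qHTS (up to 57 uM final) was run with 24 h compound exposure of reporter cells at 37 °C. Each well was multiplexed: SteadyGlo luminescence measured ATXN2-luciferase expression after a fluorogenic Gly-Phe-AFC viability readout (25 uM final).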
# A549 viability – kills or reduces viability of A549 cells in Nrf2 counter-screen; A549 ARE-Fluc cells, CellTiter-Fluor viability, 18-24 h; Potency, µM (series often up to 46 µM), without a hit: at the top dose activity change, negative = cytotoxicity, usual class: inhibitors; actives 0.16% (n = 390,000); AID 504648; further: potency means the concentration at half of the fitted maximal effect; on the % scale 0 is the no-effect control and ±100 the full control effect
#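 A549 ARE-Fluc cells in 5% FBS OPTI-MEM, 5000 cells/well, rested 2 h then exposed to compounds in concentration-response for 18-24 h at 37 °C. Viability by CellTiter-Fluor fluorescence (Ex 405/Em 525) after 30 min; luciferase luminescence (BugLite, 15 min, RT) read afterwards.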
# Nrf2 ARE act – activators of Nrf2 (ARE) signaling | actives 0.31% (n = 410,000) | Potency, µM (doses to about 46.1 µM), for inactives: top-dose activation, actives largely listed as activators | AID 624171 | AREc32 ARE-luciferase reporter (MCF7-derived line), luminescence, 24 h; further: potency means the concentration at half of the fitted maximal effect; % of control where 0% means no effect; nearly all actives have a fitted effect of over 65% in size
#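 AREc32 cells carrying an ARE-driven firefly luciferase, 1000 cells/well in OPTI-MEM with 5% FBS, dosed after overnight attachment and incubated 24 hr at 37 deg C. Steady-Glo luminescence read after 30 min at RT.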
# Numbers without * were called inactive; i = inactive; ? = inconclusive; · = no result given; [ ] = dose if it differs, or a comment. Unless noted, the call rests on the fitted dose curve; in most records, active means well fitted curve in the direction sought with a large enough effect; inconclusive means small, poorly fitted or top-dose-only effect, or another doubt; inactive means no such curve, though single readings can be large; an effect the other way counts as inactive or inconclusive.
Compound | ATXN viability | IL-1B inflam inh | MCF10A rerep | HepG2 viability | Nrf2 inh | TGFb inhibitor | ATXN2 expr inh | A549 viability | Nrf2 ARE act
OC(COc1ccc(Br)cc1)CN1CCN(c2ccccc2)CC1 (stereo not given) | i | -14 | -11% | -30% | -1% | -13% | -23% | -1% | -0.2%
C[C@@H]1CN([C@@H](C)CO)C(=O)c2cc(NC(=O)C3CCCCC3)ccc2O[C@@H](C)CCCCO[C@@H]1CN(C)Cc1ccncc1 | i | -4 | · | -4% | · | 8% | 1% | · | 0.4%
Cc1nnc(SCC(=O)NCc2ccc(Cl)cc2)[nH]c1=O | i | 16 | 19% | 1% | 8% | -2% | -5% | 5% | 0.3%
Cc1ccc(S(=O)(=O)n2nc(-n3c(C)ccc3C)c3c(F)cccc32)c2ccccc12 | i | 20 | 17% | 10% | 12% | -4% | 11% | -13% | 0.3%
COc1cc(NC(=O)CSc2nc(C)c(C(=O)Nc3ccccc3)c(-c3ccc(OC)c(OC)c3)c2C#N)c(OC)cc1Cl | i | · | · | -17% | 4% | -16% | 8% | -2% | 0.5%
O=C(CSc1nnnn1-c1cccnc1)Nc1ccc(F)cc1F | i | 0 | -1% | -23% | -32% | -34% | -3% | 0% | 2.1%
Cc1nc2nc(SCC(=O)NCCCN3CCCC3)nn2c(C)c1Cc1ccccc1Cl | i | -54* | 18% | -2% | 4% | 9% | -7% | 2% | 1.0%
C/C(=N\Nc1nc(-c2cc(C)ccc2C)cs1)c1cc2ccccc2oc1=O | i | 0 | -5% | -2% | -7% | ? | 1% | -2% | -0.1%[9.22 µM]
CCCN1CCC(NC(=S)Nc2cccc(Cl)c2Cl)CC1 | i | 12 | 0% | 4% | -21% | 7% | · | -3% | 2.5%
COc1ccc(CCNC(=O)CSc2nc3ccccc3nc2Cc2ccc(Cl)cc2)cc1OC | · | · | · | -6% | · | 20% | · | 0% | -0.1%
Cc1ccc(NC(=O)c2nc[nH]c2C(=O)N(C)Cc2ccccc2)cc1 | ? | -6 | -9% | -23% | -20% | ? | -17% | -3% | -1.5%
Cc1nn(-c2ccc(N3CCOCC3)nn2)c(C)c1CCC(=O)Nc1ccc(F)cc1F | · | · | · | 3% | ? | 8% | · | 9% | -0.2%
O=C(Cn1cnc(S(=O)(=O)N2CCCCC2)c1)Nc1ccc(OC(F)(F)F)cc1 | i | -6 | -3% | -36% | 1% | 4% | -2% | 4% | 0.1%
CCc1nn(C(C)C(=O)NCc2cccc(OC)c2)c(=O)c2cc3occc3n12 (stereo not given) | i | 23 | 0% | -8% | 5% | -10% | 4% | 1% | -0.9%
O=C1CC(c2ccsc2)c2ccc3ccccc3c2N1 (stereo not given) | i | 21 | ? | -3% | ? | 25% | 6% | -5% | 4.1%
O=C1NCCC/C1=N/Nc1cc(F)ccc1F | i | -5 | 1% | -9% | 10% | -8% | · | -2% | 10%
CS(=O)(=O)NN1C(=O)c2ccccc2NC1c1cccc(O)c1 (stereo not given) | i | 19 | -5% | 5% | 6% | -1% | 1%[11.3 µM] | 2% | 0.2%
CC1CN(C(=O)CCC(=O)NCc2ccc(F)cc2)c2cc(Cl)ccc2O1 (stereo not given) | i | · | · | 2% | ? | -5% | 9% | -7% | 1.6%
O=C1c2ccccc2S(=O)(=O)N1CC1CC(c2ccccc2Cl)=NO1 (stereo not given) | i | 14 | -21% | -2% | ? | 5% | 77%[activator] | 12% | 4.5%
O=C(CCc1nc(-c2cccs2)no1)Nc1ccccc1[N+](=O)[O-] | i | · | · | 3% | -16% | -27% | 14% | -17% | 0.8%
O=C(C[C@@H]1C/C=C\C[C@@H](NC(=O)OCC2c3ccccc3-c3ccccc32)C(=O)OC[C@@H](Cc2ccccc2)NC1=O)NCCO | i | 34 | 4% | -63% | 5% | 0% | -5% | -1% | -1.0%
C=CCCC1CN(Cc2ccco2)S(=O)(=O)c2c(F)cccc2O1 (stereo not given) | i | -16 | ? | -16% | 12% | -22% | -3% | 12% | 5.6%
CCc1ccc(NC(=O)CSc2nccn2-c2ccc(OC)cc2)cc1 | · | · | · | -36% | · | -17% | · | 0% | -0.6%
CCOC(=O)CSc1cccc2cccnc12 | ? | -3 | 20% | 8.9µM* | · | ? | 20µM* | -1% | ?
COc1ccccc1C(=O)NNC(=O)CN1C(=O)c2ccccc2C1=O | ? | 5 | 6% | -3% | 13% | -1% | 7% | 3% | -0.3%
S=C(Nc1ccc(Br)cc1Cl)Nn1cnnc1 | i | -2 | 0% | 1% | 2% | -12% | -5%[11.3 µM] | 1% | 2.0%
COc1ccc(Cn2cnc([N+](=O)[O-])c2)cc1[N+](=O)[O-] | i | 9 | -1% | -50% | 5% | 0% | 28% | -1% | 0.2%
Cc1cc(C)n(-c2nc3ccccc3nc2N2CCN(S(=O)(=O)c3ccc4ccccc4c3)CC2)n1 | ? | -13 | 18% | -17% | · | 25% | -11% | -5% | -0.8%
Cc1ccc(-c2csc3ncnc(N4CCN(Cc5ccccc5)CC4)c23)cc1 | i | 9 | ? | -9% | 23µM* | 0% | · | -9% | -0.2%
NS(=O)(=O)c1ccc(CNC(=O)/C=C/c2cccc([N+](=O)[O-])c2)cc1 | i | 9 | -5% | -1% | ? | 7% | -6% | 3% | -0.7%

Compound | ATXN viability | IL-1B inflam inh | MCF10A rerep | HepG2 viability | Nrf2 inh | TGFb inhibitor | ATXN2 expr inh | A549 viability | Nrf2 ARE act
Cc1ccc(/C=C/C(=O)OCn2nnc3ccccc3c2=O)o1 | i | 10 | 0% | 7% | -17% | -5% | 8% | 3% | 5.3%
COc1n[nH]c(C(=O)Nc2nc3ccccc3s2)c1[N+](=O)[O-] | i | 0 | 1% | -1% | ? | -5% | · | -7% | 8.6%
CC(C)c1ccc(C2NC(=S)NC3=C2C(=O)CC(C)(C)C3)cc1 (stereo not given) | i | 0 | 5% | 20% | -3% | -2% | -5% | -3% | -0.1%
Cn1c2ccccc2c2nnc(SCC(N)=O)nc21 | i | -8 | -1% | -13% | -6% | -1% | · | 12% | 3.4%
Cc1cc(=O)[nH]c(SC/C=C/c2ccccc2)n1 | i | 37 | 1% | 0% | 2% | 2% | 22% | -19% | 0.8%
C[C@@H](NC(=O)[C@@H]1Cc2ccccc2CN1C(=O)OC(C)(C)C)C(=O)NC1CCCC1 | i | 21 | 1% | -15% | ? | -3% | 7% | 2% | -0.4%
CCN(CC)Cc1oc(-c2ccccc2)cc1C(=O)O | i | -5 | 0% | -22% | -23% | -7% | -24% | 4% | 0.4%
COc1ccc(-n2c(=O)[nH]cc(C(=O)Nc3ccccc3)c2=O)cc1 | i | 7 | -6% | -4% | 1% | -2% | -20% | 5% | -0.4%
Cc1nnc(SCC(=O)c2c(N)n(Cc3ccccc3)c(=O)n(C)c2=O)n1C | i | 21 | 9% | 2% | -15% | 3% | 4% | 1% | -0.1%
COc1ccc(NS(=O)(=O)c2cc(C(=O)O)ccc2C)cc1 | i | 4 | 3% | -9% | -9% | -26% | 1% | 1% | -0.2%
COc1ccc(C(=O)c2oc3ccccc3c2NC(C)=O)cc1 | i | -12 | 40% | -50% | 1% | 23% | -11% | 18% | 1.5%
Cc1cc(C)cc(C(=O)N2CCCCCC2)c1 | i | -9 | 0% | -7% | 9% | -11% | -1% | 6% | -0.3%
Cc1cc(C)c(C=NNc2nc3c([nH]2)c(=O)n(C)c(=O)n3C)c(C)c1 | i | -9 | -1% | -12% | -4% | 4% | -7% | 4% | 4.0%
CC(C(=O)NC1=NCCS1)(C(F)(F)F)C(F)(F)F | i | 8 | ? | 6% | · | 12% | 0% | 1% | -0.3%
Cc1cn([C@H]2C[C@H](O)[C@@H](/C=C/C(=O)NCCC(c3ccccc3)c3ccccc3)O2)c(=O)[nH]c1=O | i | 0 | · | -21% | · | -7% | 17% | · | 0.0%
Cc1cccc(C)c1NC(=O)c1sccc1SCC#N | i | 7 | -3% | -8% | 5% | 23% | -3% | -14% | 0.2%
COc1ccc(CCNC(=O)Cn2nnc(-c3ccc(C(F)(F)F)cc3)n2)cc1OC | i | · | · | -7% | -11% | 7% | -5% | -6% | 0.1%
O=C1C=C(c2ccc(-c3ccccc3)c(F)c2)C[C@@H](c2ccc(F)cc2)C1 | i | 20 | 6% | 4% | 2% | -3% | 6% | 9% | -0.6%
COc1ccc(C)cc1-n1c(=O)c2ccccc2c2ccccc2c1=O | i | -2 | 10% | 4% | 11% | -15% | -30% | -3% | 0.8%
CC(C)NC(=O)COC(=O)c1ccc(Cl)c(S(=O)(=O)N2CCCC2)c1 | i | 14 | -5% | 0% | -15% | 8% | -14% | -7% | 0.0%
CCCCOc1ccc(S(=O)(=O)n2nc(C)c(S(=O)(=O)N3CCCCCC3)c2C)cc1 | ? | · | · | 6% | · | -6% | 10% | -1% | -1.0%
CC(=O)c1cccc(NC(=O)N2CCC(c3nnc(SCC(N)=O)n3C)CC2)c1 | i | 4 | 3% | 1% | -19% | 6% | -1% | -7% | 0.4%
N#Cc1nc(-c2ccccc2)oc1N1CCCCC1 | i | -13 | 0% | -3% | · | -1% | 11% | 9% | 13%
OC(c1cccc(Cl)c1)c1ncc(-c2ccc(Oc3ccccc3)cc2)[nH]1 (stereo not given) | · | -52* | · | 11µM* | · | 18µM* | ? | · | -1.8%
Cc1ncc(CO)c(/C=N/Nc2cccc(Cl)n2)c1O | i | 49 | 3% | -33% | -12% | ? | -7% | -4% | ?
Cc1c(C(=O)Nc2ccccn2)oc2ccccc12 | i | 0 | ? | -21% | · | -1% | 68%[activator] | -1% | ?
COc1ccccc1CNS(=O)(=O)c1cc(C)ccc1OC | i | 11 | -15% | 1% | · | 0% | -7% | 6% | -0.8%
O=C1COc2cc(S(=O)(=O)CCC(=O)N3CCN(c4ccccc4F)CC3)c(Cl)cc2N1 | i | · | · | -20% | -14% | -9% | 0% | 3% | -1.4%
